PglD DTNB: inhibitors of Campylobacter jejuni PglD acetyltransferase. purified PglD enzyme, DTNB colorimetric CoA detection. inhibition, % at 12.5 µM. 360,000 compounds, 0.098% hits; in the data active means inhibition above about 16%, passing the limit was not always enough; further: strong numbers were not always called active
E-selectin induc: E-selectin induction on HUVECs; AID 686992; 260,000 compounds, 0.37% hits; HUVEC E-selectin immunofluorescence imaging; normalized: neutral wells 0, TNF-alpha wells 100; activation, % at 7.58 µM;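 active means mean E-selectin-positive cell signal at least 10% of the positive control, reached in at least 60% of replicates, without over 20% cell loss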;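 further: in these data hits start at about 27%; measured in HUVEC primary endothelial cells; signal is the percent of cells scored E-selectin positive by PE staining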
Target sequence (P16581 whole entry, looked up): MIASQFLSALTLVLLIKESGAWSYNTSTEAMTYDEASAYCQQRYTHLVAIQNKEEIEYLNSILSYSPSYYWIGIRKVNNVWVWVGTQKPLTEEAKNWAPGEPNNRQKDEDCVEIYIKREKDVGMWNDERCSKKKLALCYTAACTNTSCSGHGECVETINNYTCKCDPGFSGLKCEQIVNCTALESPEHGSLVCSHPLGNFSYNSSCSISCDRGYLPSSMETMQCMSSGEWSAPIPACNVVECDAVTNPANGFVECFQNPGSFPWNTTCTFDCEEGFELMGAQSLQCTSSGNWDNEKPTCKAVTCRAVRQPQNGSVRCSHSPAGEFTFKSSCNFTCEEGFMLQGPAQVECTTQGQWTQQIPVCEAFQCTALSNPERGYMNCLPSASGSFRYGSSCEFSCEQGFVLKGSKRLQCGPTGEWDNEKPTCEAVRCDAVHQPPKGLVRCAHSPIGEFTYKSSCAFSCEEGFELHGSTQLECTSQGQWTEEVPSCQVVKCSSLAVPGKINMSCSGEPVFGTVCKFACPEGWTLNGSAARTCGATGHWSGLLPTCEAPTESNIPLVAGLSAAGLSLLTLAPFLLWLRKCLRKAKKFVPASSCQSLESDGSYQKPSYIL
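System: HUVEC / Compound: single concentration / Signal: immunofluorescence imaging / Read-out: percent E-selectin-positive cells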
Cneo AK release: causes C. neoformans cell lysis. adenylate kinase release luminescence, 4 h; normalised: neutral wells 0, clomiphene wells 100. lysis activity, % at 15 µM. 360,000 compounds, 0.2% hits. AID 651654;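 active means mean lysis activity across replicates of at least 80%, whatever share of replicates individually reach that level; inactive means mean lysis activity below 80%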
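Assay system: log-phase C. neoformans yeast / Quantity: yeast cell density of 5 × 10^6 cells/mL / Medium: fresh YPD growth medium / Compound: single dose / Timing: static 4 h at 37 °C with compound, 1 h detection / Measured by: adenylate kinase release luminescence / Read-out: lysis from increased AK signal / Benchmarks: Clomiphene as positive lysis control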
RAD52 anneal inh: blocks human RAD52 DNA annealing | P43351 | recombinant RAD52 DNA annealing, FRET fluorescence | inhibition, % at 18.7 µM | 360,000 compounds, 0.46% hits | AID 651710;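 active means every replicate showing at least 50% inhibition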
Target sequence (P43351 whole entry, looked up): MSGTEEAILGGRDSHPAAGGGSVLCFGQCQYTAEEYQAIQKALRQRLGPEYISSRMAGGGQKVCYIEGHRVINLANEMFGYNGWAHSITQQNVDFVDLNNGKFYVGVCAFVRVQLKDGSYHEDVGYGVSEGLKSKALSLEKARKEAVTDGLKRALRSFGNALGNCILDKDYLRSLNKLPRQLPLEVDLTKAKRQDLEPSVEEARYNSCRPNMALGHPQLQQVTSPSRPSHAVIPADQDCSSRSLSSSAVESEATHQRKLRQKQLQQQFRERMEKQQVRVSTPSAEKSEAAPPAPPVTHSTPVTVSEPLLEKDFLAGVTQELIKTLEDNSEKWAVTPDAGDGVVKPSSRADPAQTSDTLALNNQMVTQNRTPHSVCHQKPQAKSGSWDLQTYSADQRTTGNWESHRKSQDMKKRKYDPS
ERAP1 inh: ERAP1 (human) enzyme inhibition; 340,000 compounds, 0.15% hits; Q9NZ08; inhibition, % at 10.7 µM; AID 652197; recombinant ERAP1, Leu-AMC fluorescence, 60 min;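 active means mean replicate inhibition of at least 30%, or all replicates individually reaching that 30% level; inactive means mean below 30% and not every replicate reaching it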;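 further: 0% = neutral control wells and 100% = L-leucinethiol positive control wells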
miR122 inh: blocks miR-122 activity in Huh7 sensor cells; 340,000 compounds, 0.3% hits; Huh7 miR-122 Renilla luciferase sensor, 48 h; neutral wells = 0, positive control = 100; activation (reporter increase), % at 12.5 µM; AID 602342;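 active means mean replicate activation score at least 90 and every replicate individually at or above 90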;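 further: higher luciferase means less miR-122 activity so hits act as miR-122 inhibitors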
PGC1a acetyl inh: modulators of PGC1a acetylation; U2OS PGC1a acetylation, AlphaScreen anti-acetyl-lysine; with virally co-expressed GCN5 acetyltransferase; inhibition, % at 15.6 µM; 350,000 compounds, 0.17% hits;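 active means every replicate shows inhibition of at least 40%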;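 further: 0% = neutral control wells and 100% = positive control wells; some results beyond the cut were filed as inactive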
RAD54 inh: blocks human RAD54 Holliday junction branch migration; 360,000 compounds, 0.14% hits; inhibition, % at 10.4 µM; FAM/BHQ fluorescence;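 active means mean normalized replicate activity at least 40 and at least half of replicates scoring 40 or more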;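 further: 0% = median of neutral control wells and 100% = median of positive control wells; inhibitors cause a drop in the FAM fluorescence signal; in these data hits start at about 50%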
Numbers without * were called inactive; i = inactive; · = not tested or not shown; [ ] = remark or other dose. No enrichment for hits. Share with any hit: about 1.4%.

SMILES	PglD DTNB	E-selectin induc	Cneo AK release	RAD52 anneal inh	ERAP1 inh	miR122 inh	PGC1a acetyl inh	RAD54 inh
O=C(C[C@@H]1C[C@@H]2c3cc(NC(=O)C4CCOCC4)ccc3O[C@@H]2[C@@H](CO)O1)NCCN1CCCCC1	0	0.6	2	21	5	7[16.7 µM]	5	4
CCOC(=O)[C@H]1[C@H]2COc3ccc(Br)cc3[C@@H]2N2C(=O)N(c3ccccc3)C(=O)[C@@]12C	-1	-0.1	0	-21	0	0	-6	6
COc1ccc(OC)c(-n2c(SCC(=O)NCc3ccco3)nnc2-c2c[nH]c3ccccc23)c1	-1	0.2	5	-7	1	·	·	3
COc1ccc(CCC(=O)OCC(=O)Nc2c(C)n(C)n(-c3ccccc3)c2=O)cc1	5	·	0	3	-2	2	-6	-8
O=C(COC(=O)c1n[nH]c2ccccc12)c1cc(F)ccc1F	·	2.9	·	-66	3	·	5	·
CCOC(=O)COc1cccc2c(=O)n(CC(=O)N3CCCc4ccccc43)ccc12	4	·	1	0	2	-1	-16	-7
COc1ccc2[nH]c3ccc(OC)cc3c2c1	2	·	-4	·	·	0	6	3
CN(C)S(=O)(=O)c1cccc(C(=O)OCC(=O)N2CCCC2=O)c1	-3	·	-1	-13	-1	1	·	7
N#CC(=C1NC(=O)c2ccccc21)c1nc2ccccc2n1CCO	2	0.3	-1	i	1	-4	-8	6
COc1ccc(C(CNC(=O)Cc2c(F)cccc2Cl)N2CCCCC2)cc1 (configuration not stated)	4	5.0	-1	-25	-2	2	·	-7
COc1ccc(-c2onc(C)c2-c2ccccc2)c(O)c1	0	·	-2	·	·	39	-6	-5
CC(=O)c1ccc(OCc2cc(C(=O)N3CCCCC3c3cccnc3)no2)cc1 (configuration not stated)	-2	-0.4	-11	-5	1	0	·	15
O=C(COC(=O)c1ccco1)c1ccc(F)cc1	2	0.4	0	-10	2	·	·	5
COC(=O)c1ccc(NC(=O)CSc2nncn2-c2cccnc2)cc1	·	1.0	·	-25	1	6	5	·
Cc1ccc(C23CC4CC(CC(NC(=O)NN)(C4)C2)C3)cc1	-1	·	0	-6	-3	-7	-3	-5
O=C(c1cc[n+]([O-])cc1)N1CCCC(N2CCN(c3cccc(C(F)(F)F)c3)CC2)C1 (configuration not stated)	0	0.0	1	12	-5	-8	·	-11
COc1cccc(C(O)c2nc3ccccc3n2C)c1 (configuration not stated)	9	·	6	-6	4	1	24	0
COc1ccc(Nc2nc3nonc3nc2N2CCCCC2)cc1	-3	·	-3	-8	-1	·	12	5
CC(C)CCN(C(=O)c1ccc(N2CCCC2=O)cc1)c1c(N)n(Cc2ccccc2)c(=O)[nH]c1=O	-6	0.0	2	-13	5	3	1	-8
O=C1c2ccccc2C(Nc2ccc(S(=O)(=O)N3CCOCC3)cc2)N1Cc1ccco1 (configuration not stated)	5	·	-1	-19	0	7	·	-11
O=c1[nH]c2ccsc2c(=O)n1-c1ccc(F)cc1	5	·	2	·	·	-4	-3	4
Cc1csc(NC(=O)Cc2c(F)cccc2Cl)n1	3	0.1	-5	-19	4	8	7	2
Cc1ccc(-c2cnc3c(c2)C(=O)N([C@@H](C)CO)C[C@H](C)[C@@H](CN(C)CC2CCCC2)O3)cc1	2	0.0	-2	2	-3	-21[16.7 µM]	-34	4
Cc1nn(C)c(Cl)c1CN1CCCC(CO)(Cc2ccccc2)C1 (configuration not stated)	·	0.2	·	-32	4	·	-4	·
COc1cc(C)ccc1OCC(=O)OCC(=O)c1cc(C)n(CC2CCCO2)c1C (configuration not stated)	0	15	4	-8	-2	·	·	-10
Further structures
SMILES	PglD DTNB	E-selectin induc	Cneo AK release	RAD52 anneal inh	ERAP1 inh	miR122 inh	PGC1a acetyl inh	RAD54 inh
COc1ccc2c(c1)c1nnc(SCC(=O)Nc3ccccc3F)nc1n2C	1	·	1	6	2	-10	7	3
COc1ccc(-c2cc(C)no2)cc1S(=O)(=O)N(C)Cc1ccco1	9	·	-1	-2	1	14	11	-3
C[C@@H]1CN([C@H](C)CO)C(=O)c2cc(C#CCN(C)C)cnc2O[C@H]1CN(C)C(=O)CN1CCOCC1	0	0.0	-1	-6	3	-1[16.7 µM]	-2	8
COc1ccc(C(=O)NNC(=S)NC(=O)C(C)(C)C)cc1	6	1.2	2	-9	1	-14	-1	-3
O=C(Nc1ccc(N2CCOCC2)c(F)c1)c1ccncc1	1	·	5	·	·	6	2	12
CC1CN(C(=O)COC(=O)[C@@H]2CC(O)CN2S(=O)(=O)c2ccc3c(c2)OCCO3)CC(C)O1 (some centres not stated)	-2	-2.2	1	0	-5	-2	-184	12
O=C(NCc1ccc(Cl)nc1)c1csc([C@@H]2O[C@H](CO)[C@H](O)[C@H](O)[C@H]2O)n1	-4	0.0	4	-7	-1	2	10	-6
O=C(c1cc2ccccc2oc1=O)N1CCN(C(=O)C2CCCO2)CC1 (configuration not stated)	-3	·	-1	-8	-3	-4	9	-2
COc1cccc2c(=O)n(CC(=O)NCCc3ccccc3)ccc12	·	0.9	·	-14	1	·	-3	·
COC(=O)C(C)NC(=O)C12CC3CC(C1)CC(c1ccc(C)cc1)(C3)C2 (configuration not stated)	-184	·	-3	2	2	·	·	1
Fc1ccc2[nH]c3c(N4CCc5ccccc5C4)ncnc3c2c1	4	0.3	-2	-7	·	1	12	1
CCC(=O)Nc1ccc2c(c1)OC[C@H](C)N(C(=O)c1cccnc1)C[C@@H](C)[C@@H](OC)CN(C)C2=O	-2	-0.1	-8	-1	-3	·	-6	-6
COc1cccc2cc(CC(=O)c3ccc(C)c(C)c3)c(=O)oc12	6	·	-2	0	2	2	0	-14
O=C(c1ccccc1F)N1CCN(c2ncccn2)CC1	-4	·	4	·	·	-1	-5	2
COc1cc(NC(=O)CN2C(=O)C(=O)N(C3CCCC3)C2=O)cc(OC)c1	3	-0.5	-1	-1	-2	·	-12	-4
OC[C@H]1[C@H](c2ccc(C#CC3(O)CCCC3)cc2)[C@@H]2CN(Cc3cncnc3)CCCCN12	1	-0.1	1	-16	-7	3[16.7 µM]	8	5
Cn1c(Cn2c(=O)sc3ccccc32)nnc1SCC(=O)Nc1ccccc1F	7	0.8	10	4	·	1	5	-8
Cc1ccccc1NC(=O)COc1ccccc1C	2	·	1	-25	3	1	·	2
Cc1ccc(-n2cc(CN(C)Cc3nccn3C)c(-c3cccc(C)c3)n2)cc1	·	·	·	14	-1	4	-9	·
C=CCN1C(=O)S/C(=C\c2ccc(N3CCOCC3)cc2C)C1=O	-2	·	-2	·	·	-4	0	-6
CCN1CCN(CCNC(=O)c2ccc3c(c2)N(Cc2ccc(F)cc2)C(=O)/C(=C/c2ccccc2)S3)CC1	-4	·	4	73*	5	4	-22	66*
CN1CCN(C(c2cccc(C(F)(F)F)c2)c2nnnn2C(C)(C)C)CC1 (configuration not stated)	0	·	2	·	·	0	12	3
O=C(Nc1cccc2ncccc12)c1ccccc1Cl	11	·	-1	1	11	-6	-11	0
N#Cc1cnn(-c2ccccc2)c1NC(=O)c1ccccc1F	-5	0.9	-1	-13	-2	-1	3	-19
COc1cccc(C(=O)COC(=O)c2ccc(NC(=O)c3ccccc3)cc2)c1	3	·	1	0	3	4	-7	-3
Continued:
SMILES	PglD DTNB	E-selectin induc	Cneo AK release	RAD52 anneal inh	ERAP1 inh	miR122 inh	PGC1a acetyl inh	RAD54 inh
COc1ccc(C(=O)/C=C/Nc2cc(C)on2)cc1	-1	·	8	·	·	·	11	11
CCCCCn1c(=O)[nH]c2cc(C(=O)N3CCN(CC)CC3)ccc2c1=O	-4	·	1	·	·	-2	-25	-4
Cc1cc(Oc2ccccc2)nc(N)n1	2	·	1	·	·	-2	5	-11
CCN(C(=O)CN1C(=O)COc2ccc(S(=O)(=O)N3CCCCCC3)cc21)c1cccc(C)c1	6	·	-1	-5	-1	4	-13	10
N#CC(c1nc2ccccc2nc1N1CCCC1)S(=O)(=O)c1ccccc1 (configuration not stated)	-4	·	-2	·	·	17	1	-33
CC(C)CC#Cc1cnc2c(c1)C(=O)N([C@@H](C)CO)C[C@@H](C)[C@H](CN(C)Cc1ccc(F)cc1)O2	-1	0.1	0	10	-3	-2[16.7 µM]	5	-1
Cc1ccc(-c2ccc(/C=N/NC(=S)Nc3ccccc3)o2)cc1[N+](=O)[O-]	1	·	72	·	·	4	8	-1
Cc1noc(C)c1S(=O)(=O)N(C)C[C@@H]1OCCCC[C@H](C)Oc2ccc(NS(C)(=O)=O)cc2C(=O)N([C@H](C)CO)C[C@@H]1C	5	0.0	3	6	0	-4[16.7 µM]	3	-12
C/C(=N\NC(N)=O)c1ccccc1Cl	-8	-0.1	11	2	3	1	-10	-4
C[n+]1c(-c2ccc(C=NNC(=O)c3ccc(C(=O)NN=Cc4ccc(-c5cn6ccccc6[n+]5C)cc4)cc3)cc2)cn2ccccc21	·	0.0	·	94*	-2	0	9	·
COc1cccc(S(=O)(=O)Nc2ccc3c(c2)[C@H]2C[C@@H](CC(=O)NCc4ccc(Cl)cc4)O[C@@H](CO)[C@H]2O3)c1	-4	0.6	2	11	0	2[16.7 µM]	-2	7
COc1ccc(Cl)cc1NC(=O)CN(C)CC(=O)NCc1cccs1	1	-0.5	1	-1	1	4	-13	-14
CN1C(=O)c2cccc3c(Cl)ccc(c23)C1=O	5	·	1	·	·	-6	-9	15
Cc1noc(C)c1S(=O)(=O)Nc1cccc2c1O[C@H](CN(C)C(=O)Nc1ccccc1)[C@H](C)CN([C@H](C)CO)C2=O	1	0.4	-60	-20	2	-7[16.7 µM]	2	-1
CC(C)=NNc1nc2c(c(=O)[nH]c(=O)n2C)n1CCCc1ccccc1	7	-0.1	-2	-9	3	-9	-3	-9
O=C(Nc1ccccc1Cl)c1ccc2c(=O)n3c(nc2c1)CCC3	·	0.2	-2	-3	1	4	6	-1
O=C(c1ccccc1)c1ccc(N2CCCC2)cc1	-4	0.2	0	·	·	0	5	-6
CC(C)NC(=O)Nc1ccc2c(c1)C(=O)N([C@H](C)CO)C[C@@H](C)[C@H](CN(C)S(=O)(=O)c1ccc(Cl)cc1)OCCCC[C@@H](C)O2	2	·	0	-21	1	-6[16.7 µM]	18	0
C/C=C/c1cnc2c(c1)C(=O)N([C@H](C)CO)C[C@H](C)[C@@H](CN(C)S(=O)(=O)c1cn(C)cn1)O2	1	-0.1	4	1	-2	13[16.7 µM]	1	2

Of the compounds above, these contain an NH in an aromatic ring.
SMILES	PglD DTNB	E-selectin induc	Cneo AK release	RAD52 anneal inh	ERAP1 inh	miR122 inh	PGC1a acetyl inh	RAD54 inh
COc1ccc(OC)c(-n2c(SCC(=O)NCc3ccco3)nnc2-c2c[nH]c3ccccc23)c1	-1	0.2	5	-7	1	·	·	3
O=C(COC(=O)c1n[nH]c2ccccc12)c1cc(F)ccc1F	·	2.9	·	-66	3	·	5	·
COc1ccc2[nH]c3ccc(OC)cc3c2c1	2	·	-4	·	·	0	6	3
CC(C)CCN(C(=O)c1ccc(N2CCCC2=O)cc1)c1c(N)n(Cc2ccccc2)c(=O)[nH]c1=O	-6	0.0	2	-13	5	3	1	-8
O=c1[nH]c2ccsc2c(=O)n1-c1ccc(F)cc1	5	·	2	·	·	-4	-3	4
Fc1ccc2[nH]c3c(N4CCc5ccccc5C4)ncnc3c2c1	4	0.3	-2	-7	·	1	12	1
CCCCCn1c(=O)[nH]c2cc(C(=O)N3CCN(CC)CC3)ccc2c1=O	-4	·	1	·	·	-2	-25	-4
CC(C)=NNc1nc2c(c(=O)[nH]c(=O)n2C)n1CCCc1ccccc1	7	-0.1	-2	-9	3	-9	-3	-9

Source: PubChem
